Screening data (PubChem BioAssay)
LANA DNA inh – inhibitors of KSHV LANA C-terminal domain DNA binding. MBP-C-LANA/FAM-LBS DNA binding, fluorescence polarization. inhibition, % at 9 µM. 340,000 compounds, 0.078% hits;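 active means highest replicate inhibition at or above 60% at 9 µM, even if other replicates fall short; inactive means all replicates below 60% inhibition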;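 further: 0% = neutral control wells and 100% = 4 µM acridine orange control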
DAGLB inh – blocks human DAGLB lipase activity; HEK293T DAGLB membrane lysate, EnzChek fluorogenic substrate; inhibition, % at 5.17 µM; 340,000 compounds, 0.059% hits; AID 504411; in the data active means inhibition above about 34%;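 further: 0% = enzyme with vehicle and 100% = wells lacking enzyme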
Target sequence (Q8NCG7 whole entry, looked up): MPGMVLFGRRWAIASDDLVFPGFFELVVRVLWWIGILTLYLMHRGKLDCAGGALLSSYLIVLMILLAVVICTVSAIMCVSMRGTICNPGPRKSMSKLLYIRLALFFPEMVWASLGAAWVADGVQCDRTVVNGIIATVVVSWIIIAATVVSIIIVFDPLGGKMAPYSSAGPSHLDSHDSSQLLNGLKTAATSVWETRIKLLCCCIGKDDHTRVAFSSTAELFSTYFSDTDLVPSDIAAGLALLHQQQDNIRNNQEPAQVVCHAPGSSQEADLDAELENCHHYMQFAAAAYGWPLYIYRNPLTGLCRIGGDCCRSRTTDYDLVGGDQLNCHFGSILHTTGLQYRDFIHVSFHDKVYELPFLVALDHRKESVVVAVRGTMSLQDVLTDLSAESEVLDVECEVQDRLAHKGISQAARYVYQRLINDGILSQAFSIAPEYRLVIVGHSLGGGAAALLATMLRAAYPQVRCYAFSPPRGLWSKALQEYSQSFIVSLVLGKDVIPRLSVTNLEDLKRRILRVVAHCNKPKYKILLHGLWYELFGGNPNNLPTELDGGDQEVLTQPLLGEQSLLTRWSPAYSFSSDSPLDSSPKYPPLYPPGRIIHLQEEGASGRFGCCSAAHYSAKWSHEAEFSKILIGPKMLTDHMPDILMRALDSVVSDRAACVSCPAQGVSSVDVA
NSD2 inh – blocks human histone methyltransferase NSD2; NSD2 peptide methylation, AlphaScreen, 120 min; 310,000 compounds, 0.54% hits; O96028; inhibition, % at 12.5 µM; in the data active means inhibition above about 50%
PKA-R2B act – activates the human PKA-R2B holoenzyme complex; P22694+P31323; PKA-R2B holoenzyme dissociation, Cy5-IP20 fluorescence polarization; R2B truncated from residue 108, S112A mutant; 0% DMSO only, 100% 113 µM cGMP; activation, % at 11.4 µM; 340,000 compounds, 0.079% hits; AID 504700;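 active means activation above a cutoff set at the mean over all compounds plus 3 SD, cut at about 18% in these data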;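 further: higher means more holoenzyme dissociation and a rise in polarization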
Target sequence (P31323 whole entry, looked up, other chains not shown, the tested form may be a part): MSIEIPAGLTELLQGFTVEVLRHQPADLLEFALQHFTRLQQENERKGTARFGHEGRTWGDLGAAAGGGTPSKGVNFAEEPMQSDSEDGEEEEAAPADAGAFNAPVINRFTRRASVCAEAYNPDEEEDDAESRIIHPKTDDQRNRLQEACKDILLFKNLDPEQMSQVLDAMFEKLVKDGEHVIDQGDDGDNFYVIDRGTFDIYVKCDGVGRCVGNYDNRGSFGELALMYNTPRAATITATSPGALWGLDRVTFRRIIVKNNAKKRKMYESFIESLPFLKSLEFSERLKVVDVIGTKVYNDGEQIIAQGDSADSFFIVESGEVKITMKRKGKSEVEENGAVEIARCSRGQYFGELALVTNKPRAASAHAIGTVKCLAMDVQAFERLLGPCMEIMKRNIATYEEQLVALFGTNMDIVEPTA
SR-BI HDL uptake – blocks mouse SR-BI lipid uptake from DiI-HDL. ldlA[mSR-BI] CHO cells, DiI-HDL uptake fluorescence, 3 h. AID 488896. inhibition, % at 12.5 µM. 320,000 compounds, 0.96% hits. Q61009;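 active means mean replicate inhibition of at least 70% and a set share of replicates each scoring 70 or more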;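 further: 0% = median of neutral control wells and 100% = median of positive control wells; values of inactives mirror those of a sister screen read the other way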
RTF Ca sens inh – cardiac RTF calcium desensitization. inhibition, % at 7.15 µM. P19429+P45379. AID 493244. IANBD-labeled cardiac RTF, Ca2+ fluorescence. 340,000 compounds, 0.12% hits;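 active means inhibition above the mean inhibition of all tested compounds plus 3 SD, cut at about 17% in these data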;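 further: assay run at fixed EC70 calcium of 1.6 mM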
SR-BI DiI-HDL act – enhances SR-BI lipid uptake from DiI-HDL. 320,000 compounds, 0.096% hits. activation, % at 12.5 µM. CHO ldlA[mSR-BI] cells, DiI-HDL uptake fluorescence, 3 h; 100 = double the neutral-control signal;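 active means mean replicate activation of at least 60% and every replicate at or above 60%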;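 further: 0% = median plate neutral-control signal and 100% = twice that signal; values of inactives mirror those of a sister screen read the other way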
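Assay system: CHO ldlA[mSR-BI] cells, LDL receptor-null, SR-BI overexpressing; medium: Ham's F12 with 0.5% BSA, HEPES 25 mM, pH 7.4; also added: DiI-HDL 10 µg/mL; timing: 3 h uptake period with compound, 37 °C; signal: DiI fluorescence, bottom read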
Keap1 Nrf2 FP – disrupts human Keap1 binding to Nrf2 peptide | AID 504523 | inhibition, % at 9.4 µM | Q14145 | Keap1 Kelch-Nrf2 peptide fluorescence polarization, 1536-well | 340,000 compounds, 0.15% hits; in the data active means inhibition above about 12%;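 further: human Keap1 Kelch domain with fluorescein labeled Nrf2 9mer peptide probe; 0% = neutral control wells and 100% = peptide positive control; higher means more block of Keap1 binding to Nrf2 peptide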
PvdQ inh – blocks Pseudomonas aeruginosa PvdQ acylase activity; purified PvdQ acylase, fluorescence plate reader; inhibition, % at 10 µM; 340,000 compounds, 0.063% hits; in the data active means inhibition above about 30%, passing the limit was not always enough;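 further: 0% = vehicle neutral wells and 100% = reference inhibitor wells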
Arr AP2 block – human beta-arrestin and AP2 interaction inhibition; FITC-arrestin peptide / GST-AP2 beads, flow cytometry; AP2 beta2 appendage carries R879A mutation; inhibition, % at 10 µM; 340,000 compounds, 0.31% hits; AID 504490;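 active means inhibition above a set limit, near 3 SD of compounds lacking own fluorescence, cut at about 54% in these data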;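 further: plate controls were DMSO wells for no effect and 5 µM unlabelled arrestin peptide for full effect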
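Assay system: GST-AP2 R879A bound to glutathione beads, E. coli-expressed; Medium: PBS with 0.05% Tween 20 and 0.1% BSA; Also added: fluorescein-tagged arrestin peptide at 50 nM final; Timing: 12 min plus 1 h, RT; Measured by: flow cytometry, FL1 (488/535 nm); Evaluation: percent drop in bead-associated FITC signal.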
An asterisk follows results filed as active; . = no result given. This is a random part of the collection; any-hit rate near 2.1%.

SMILES	LANA DNA inh	DAGLB inh	NSD2 inh	PKA-R2B act	SR-BI HDL uptake	RTF Ca sens inh	SR-BI DiI-HDL act	Keap1 Nrf2 FP	PvdQ inh	Arr AP2 block
CC(C)(C)OC(=O)N1CCC(C(=O)Nc2ccc(C(=O)N3CCCC3)cc2)CC1	-1.1	0.4	.	-4.3	7.3	-8.2	-7.3	-2.8	-21.5	7.6
C/C(=N\NC(=O)c1cc(C2CC2)nc2ccccc12)c1ccc(C)s1	1.1	-0.7	-3.8	-5.7	-10.2	-3.7	10.2	0.7	0.2	6.2
CCOC(=O)c1c(C)[nH]c(C)c1C(=O)COC(=O)c1ccc(OC)cc1	0.6	-1.1	3.3	-13.9	12.2	-5.2	-12.2	-3.4	-17.4	-7.7
COc1ccc(C2C3=C(CCCC3=O)Nc3n[nH]c(C)c32)cc1OC (stereo not drawn)	0.2	2.7	-0.4	2.3	-4.3	6.2	4.3	3.6	-11.8	-10.9
CC(Oc1ccc(Cl)cc1Cl)c1nc(-c2ccc(NC(=O)c3ccco3)cc2)no1 (stereo not drawn)	-1.2	-0.7	-1.5	3.9	55.9	-5.0	-55.8	-8.6	0.5	7.6
CC1SCC(=O)N(CC(=O)NC2CCCCC2)C1=O (stereo not drawn)	2.9	-0.5	-1.6	-10.0	-7.5	-16.8	7.5	0.3	14.9	-9.7
CC1=NCCN1S(=O)(=O)c1cc(Cl)ccc1Cl	-0.8	0.8	-2.1	-1.3	-28.1	1.2	28.1	-3.5	13.9	9.2
CCCNC(=O)c1c(N)n(-c2cccc(OC)c2)c2nc3ccccc3nc12	-0.8	1.4	-11.0	-7.4	20.1	-0.8	-20.1	-6.9	-13.7	4.1
c1ccc(NC2=NCCN2CCCC2CCCCC2)cc1	0.7	1.7	.	-2.0	9.6	-32.6	-9.6	-3.7	9.3	7.7
COc1ccc(-c2cc(C(=O)Nc3c(C)n(C)n(-c4ccccc4)c3=O)c3ccccc3n2)cc1OC	0.0	1.8	-9.6	-1.7	91.9*	2.9	-91.9	3.9	7.8	56.5*
CCOc1nc(Nc2ccc(Cl)cc2)nc(OCC)n1	1.2	-4.4	-4.2	-2.8	36.9	-4.0	-36.9	1.9	-3.3	-12.9
O=C(CCN1CCCCO1)N1CCCC(Nc2cccc(F)c2)C1 (stereo not drawn)	-0.1	-0.9	-2.5	-0.8	-20.2	-4.5	20.2	-2.0	-11.7	6.1
CC(NC(=S)Nc1ccc(F)cc1)c1ccccc1 (stereo not drawn)	-1.0	-1.0	-5.1	0.0	-15.6	-3.8	15.6	-2.3	-9.9	15.0
S=c1[nH]nc(-c2ccccc2)n1Cc1ccccc1	-1.4	1.4	3.2	-9.6	15.8	-2.0	-15.8	-4.2	-10.4	4.0
COC(=O)C1=C(CS(=O)(=O)c2ccccc2)NC(=O)NC1c1ccccc1 (stereo not drawn)	0.6	4.6	-0.1	-4.8	-18.6	-10.5	18.6	-0.7	-12.2	-4.0
O=C1C2ON(c3ccccc3)C(c3ccncc3)C2C(=O)N1c1ccc(N2CCOCC2)cc1 (stereo not drawn)	0.9	-0.9	.	0.6	.	1.1	.	2.3	7.3	-3.5
CCOc1c(C(N)=O)c(-c2ccccc2)c2c(=O)[nH]c3ccccc3n12	2.8	4.5	2.2	-3.5	32.5	-6.9	-32.5	0.1	4.0	-23.5
Cn1c(C(=O)NCc2ccccn2)cc2c(=O)n3ccccc3nc21	-1.3	1.2	-1.8	9.3	7.0	-2.2	-7.0	-2.6	-7.3	-8.3
C=CC[C@@H](CC(=O)N(CCO)Cc1ccccc1)C(=O)N[C@H](COC(=O)[C@@H](CC=C)Cc1ccc(F)cc1)Cc1ccccc1	0.8	-10.4	.	-7.2	27.3	0.5	-27.3	-2.0	2.4	26.7
CCOc1ccc(OCCSc2nc(N)cc(=O)[nH]2)cc1	-2.7	3.2	-1.1	9.3	.	-12.1	.	-1.8	-17.5	9.5
O=C(Cc1nn[nH]n1)Nc1ccc(F)cc1F	-0.7	.	0.6	.	-7.0	.	7.0	-5.7	0.3	3.0
Cc1[nH]c2ccccc2c1C(c1ccncc1)N1CCCCC1 (stereo not drawn)	-0.8	-1.9	1.3	7.0	4.3	7.9	-4.3	-0.3	6.8	46.7
CCOC(=O)c1nnn(-c2nc(OC)nc(N3CCCC3)n2)c1-c1ccccc1	2.5	-0.3	-2.1	4.2	-3.9	3.1	3.9	0.8	3.2	25.0
Cc1c(C(=O)NCc2cccnc2)oc2ccc(S(=O)(=O)N3CCCCC3)cc12	-0.9	1.4	-0.4	6.7	-0.5	-5.7	0.5	5.0	6.9	5.4

Reprinted from the part before: 4 entries; new compounds follow.
SMILES	LANA DNA inh	DAGLB inh	NSD2 inh	PKA-R2B act	SR-BI HDL uptake	RTF Ca sens inh	SR-BI DiI-HDL act	Keap1 Nrf2 FP	PvdQ inh	Arr AP2 block
O=C(Cc1nn[nH]n1)Nc1ccc(F)cc1F	-0.7	.	0.6	.	-7.0	.	7.0	-5.7	0.3	3.0
Cc1[nH]c2ccccc2c1C(c1ccncc1)N1CCCCC1 (stereo not drawn)	-0.8	-1.9	1.3	7.0	4.3	7.9	-4.3	-0.3	6.8	46.7
CCOC(=O)c1nnn(-c2nc(OC)nc(N3CCCC3)n2)c1-c1ccccc1	2.5	-0.3	-2.1	4.2	-3.9	3.1	3.9	0.8	3.2	25.0
Cc1c(C(=O)NCc2cccnc2)oc2ccc(S(=O)(=O)N3CCCCC3)cc12	-0.9	1.4	-0.4	6.7	-0.5	-5.7	0.5	5.0	6.9	5.4
CC1CCN(c2nncc3ccccc23)CC1	1.9	-0.3	-0.6	-1.8	9.5	-8.3	-9.5	-3.0	-17.4	5.1
COc1ccc2oc(C(=O)Nc3ccccn3)c(C)c2c1	-0.3	-14.2	2.4	-16.7	16.5	-16.7	-16.5	-0.6	-15.5	-8.2
CC(C)C[C@H](NC(=O)c1nc[nH]c1C(=O)N1CCC(C)CC1)C(=O)OCc1ccccc1	1.9	-0.4	.	-9.0	19.6	2.1	-19.6	-3.5	-7.0	1.5
COc1ccc(NCCNc2ccc(OC)cc2)cc1	1.1	0.7	11.9	9.6	2.4	-5.8	-2.4	-3.8	-9.5	6.9
O=C(C1CCCN(S(=O)(=O)c2cnc[nH]2)C1)N1CCN(c2ccc(Cl)cc2)CC1 (stereo not drawn)	-0.7	0.6	.	-2.1	2.5	-12.5	-2.5	3.8	-28.2	-2.8
OC[C@H]1O[C@@H](Oc2ccc(O)cc2)[C@H](O)[C@@H](O)[C@@H]1O	-5.3	1.3	.	-2.8	-15.7	-7.0	15.7	-7.3	-6.0	7.4
O=S(=O)(c1ccc2oc3ccccc3c2c1)N1CCOCC1	0.0	-2.8	2.0	-3.8	-7.5	3.8	7.5	-0.6	5.6	24.1
Cc1cccc(C)c1NC(=S)N(CCCN1CCCCC1)Cc1ccco1	-0.1	-1.6	4.2	4.8	-38.9	14.0	38.9	-1.2	-0.8	5.2
NS(=O)(=O)c1ccc(NC(=O)C2CCCN(S(=O)(=O)c3ccc(F)cc3)C2)cc1 (stereo not drawn)	1.4	1.1	.	-4.3	9.4	-3.3	-9.4	-1.9	-11.4	-7.5
CCC1(C)Cc2c(sc3nnn(CC(=O)Nc4ccccc4)c(=O)c23)CO1 (stereo not drawn)	0.1	-3.1	8.2	-5.1	24.4	-2.1	-24.4	2.8	2.7	18.1
CCCCn1c(SCC(=O)NCc2cccs2)nc2c1c(=O)n(C)c(=O)n2C	-1.4	0.2	-4.5	2.3	8.1	-9.5	-8.1	-0.5	-9.9	13.2
COc1ccc(C(C)=O)cc1COC(=O)CSC(C)C(=O)Nc1cc(C)on1 (stereo not drawn)	0.9	-2.3	-1.9	-6.0	-20.6	-2.5	20.6	-5.7	7.4	1.5
CC(C)N1CC(C(=O)Nc2ccc(Br)c(Cl)c2)CC1=O (stereo not drawn)	-0.9	-0.6	-3.5	-2.6	-12.7	-5.2	12.7	-0.5	-18.8	1.0
Cc1ccc(C(=O)CSc2nc3ccccc3c(=O)n2N)o1	-0.6	-0.1	3.4	-5.6	-11.9	-3.5	11.9	-3.3	-6.3	-2.4
CCCn1nc(C(=O)NNC(=O)c2ccc(OC(F)F)cc2)c2ccccc2c1=O	2.5	-6.0	-1.0	-11.2	-7.3	-3.7	7.3	-2.2	6.0	14.3
CC(C)c1cc(C(=O)N/N=C/c2cccnc2)n[nH]1	-0.3	-3.1	-1.8	5.9	-26.3	-11.7	26.3	-0.6	1.0	6.4
O=C(CSc1nnnn1Cc1ccccc1)Nc1ccc2c(c1)OCO2	-0.5	-2.8	0.8	-7.5	-14.7	3.2	14.7	2.7	-4.0	1.1
CN1CCN(c2nc3c(c(=O)n(C)c(=O)n3C)n2Cc2cccc(Br)c2)CC1	0.6	-0.1	3.5	-12.0	3.7	0.2	-3.7	-5.8	5.4	12.2
FC(F)(F)c1ccccc1Nc1nccs1	0.6	-1.4	-0.6	-2.4	-3.9	-6.9	3.9	-3.3	-8.9	1.1
O=C(Nc1ccc2c(c1)oc1ccccc12)c1cccnc1	2.4	1.1	-2.3	0.9	6.4	-5.1	-6.4	-3.6	-16.2	-5.3
CCOC(=O)N1CCN(c2ncc(C(F)(F)F)cc2Cl)CC1	0.6	-7.8	6.9	3.9	8.7	-12.8	-8.7	-4.6	7.4	15.1
CCCCOc1cccc(C(=O)Nc2ccc(S(=O)(=O)Nc3cc(C)on3)cc2)c1	-0.7	6.7	4.9	3.7	.	2.1	.	-5.3	-4.8	-3.9
O=C(NNC(=O)C1CCN(S(=O)(=O)c2ccc(Cl)cc2)CC1)c1ccc(S(=O)(=O)N2CCCCC2)cc1	-0.6	-1.7	0.2	-9.8	-3.7	-21.4	3.7	-1.6	-6.9	0.4
OCC(O)C1OC(c2ccccc2)OC(CO)C1O (stereo not drawn)	-0.3	1.6	.	-6.1	-1.4	-11.2	1.4	-1.8	12.3	4.0
COC(C[C@@H]1O[C@H]1C(=O)[C@@H](C)OCc1ccccc1)OC	0.9	-2.0	.	3.3	-7.5	9.0	7.5	-3.5	-7.4	-5.3
Cc1cccc(CS(=O)(=O)Cc2ccc(C(=O)NC3CCCCCC3)o2)c1	0.3	-1.9	2.6	1.1	20.0	-9.9	-19.9	1.7	-3.1	-10.9
Fc1ccc(CN2CCN(C(c3ccccc3)c3ccccc3)CC2)cc1	0.8	-8.7	0.2	-11.5	-32.1	-4.1	32.1	2.5	-4.5	-8.4
CC1CC(C)CN(CC(O)COCc2ccccc2F)C1 (stereo not drawn)	0.5	-0.6	-1.9	-0.4	1.0	-12.3	-1.0	-4.1	-7.7	-14.3
